IDE cell activ: human IDE activators in live cells, primary screen, fluorescence polarization, HEK cells, FAbeta-B substrate; Insulin-degrading enzyme (Homo sapiens), P14735; FAbeta-B cleavage; 0% vehicle, 100% cell-free pure enzyme wells; activation, % at 5.96 µM; 0.073% of 340,000 active; AID 493087, 2011;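 active = activation above the mean of all tested compounds plus 3 SD, set per screening campaign, cut at about 17% in these data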
IMP-1 inh: IMP-1 metallo-beta-lactamase inhibitors, primary screen, biochemical, epi-absorbance readout, Pseudomonas aeruginosa enzyme; metallo-beta-lactamase IMP-1 (Pseudomonas aeruginosa); purified IMP-1, nitrocefin hydrolysis, epi-absorbance fluorescence; inhibition, % at 5.6 µM; 0.45% of 290,000 active; AID 1556, 2009;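 active = inhibition above the mean plus 3 SD of all compounds in the same screening run, cut at about 4.5% in these data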;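 also: 0% = IMP-1 with DMSO and 100% = DMSO wells lacking enzyme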
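System: Purified IMP-1 | Read-out basis: Percent enzyme inhibition | Controls: IMP-1 with DMSO as 0%, enzyme-free DMSO as 100% | Replicates: One well per compound | Doses: 5.6 µM nominal single concentration | Detection: Epi-absorbance fluorescence, 480 nm excitation, 530 nm emission | Incubation: 25 °C, 15 min preincubation, 25 min reaction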
SUMO HTRF inh: inhibitors of in vitro SUMOylation cascade, primary screen, biochemical, HTRF, uHTS; 0.36% of 290,000 active; inhibition, % at 35 µM; SUMO-conjugating enzyme UBC9 (Homo sapiens), P63279; AID 2006, 2009; HTRF SUMOylation assay, SAE1/SAE2 + UBC9; in the data active = inhibition above about 50%, passing the limit was not always enough; inconclusive = no clear call, values can overlap the other calls; also: strong numbers were not always called active
Target sequence (P63279 whole entry, looked up): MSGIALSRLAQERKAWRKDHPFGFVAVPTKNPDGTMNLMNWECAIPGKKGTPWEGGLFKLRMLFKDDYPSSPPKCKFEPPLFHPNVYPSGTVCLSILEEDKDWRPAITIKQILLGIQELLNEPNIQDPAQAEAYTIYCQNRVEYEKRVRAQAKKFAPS
MEKK3 PB1 HTS: modulators of MEKK3-MEK5 PB1 binding, primary screen, biochemical, wildtype MEKK3, multiplex bead flow cytometry, Alexa488-MEK5. Mitogen-activated protein kinase kinase kinase 3 (Homo sapiens), Q99759. bead-based flow cytometry, Alexa488-MEK5 binding to MEKK3; actives lie on both sides; 0 = blocked by unlabeled MEK5, 100 = vehicle. binding response (% of control), % at 10 µM. 1.4% of 290,000 active;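 active = binding response more than 3 SD above or below the average of its plate-row segment, actives on both sides; inconclusive = wells at one plate position flagged as instrument error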;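 also: Alexa488 bead fluorescence after subtracting the streptavidin-only scavenger bead signal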
Target sequence (Q99759 whole entry, looked up): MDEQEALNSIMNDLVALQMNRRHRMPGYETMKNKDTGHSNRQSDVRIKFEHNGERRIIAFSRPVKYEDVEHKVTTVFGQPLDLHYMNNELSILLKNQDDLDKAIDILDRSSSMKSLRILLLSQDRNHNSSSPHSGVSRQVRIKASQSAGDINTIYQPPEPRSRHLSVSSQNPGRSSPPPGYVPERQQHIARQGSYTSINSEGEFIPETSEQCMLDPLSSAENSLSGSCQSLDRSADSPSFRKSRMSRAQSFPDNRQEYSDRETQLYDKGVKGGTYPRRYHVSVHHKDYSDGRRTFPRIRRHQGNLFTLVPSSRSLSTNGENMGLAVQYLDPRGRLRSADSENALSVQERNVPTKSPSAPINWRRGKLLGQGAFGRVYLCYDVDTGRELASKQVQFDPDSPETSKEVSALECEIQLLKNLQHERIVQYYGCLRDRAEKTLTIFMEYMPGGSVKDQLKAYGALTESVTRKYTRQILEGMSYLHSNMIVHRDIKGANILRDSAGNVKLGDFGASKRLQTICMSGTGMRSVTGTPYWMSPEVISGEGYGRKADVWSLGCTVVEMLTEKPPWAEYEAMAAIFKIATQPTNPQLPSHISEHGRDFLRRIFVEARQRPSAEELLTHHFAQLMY
VIM-2 inhibitor: VIM-2 metallo-beta-lactamase inhibitors, primary screen, biochemical, epi-absorbance readout, Pseudomonas aeruginosa enzyme; purified VIM-2, nitrocefin hydrolysis, epi-absorbance fluorescence; inhibition, % at 5.6 µM; 0.89% of 290,000 active;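 active = inhibition above the mean of all tested compounds plus 3 SD, cutoff set per screening run, cut at about 7.5% in these data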;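 also: red hydrolysis product quenches plate fluorescence so inhibitors raise well fluorescence; 0% = enzyme with DMSO and 100% = DMSO without enzyme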
NS3 helicase inh: inhibitors of HCV NS3 helicase, primary screen, biochemical, Cy5 molecular beacon fluorescence; Hepatitis C virus NS3 helicase; NS3 helicase DNA unwinding; inhibition, % at 10.9 µM; AID 1800, 2009; 0.56% of 290,000 active;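 active = inhibition above the mean of all tested compounds plus 3 SD, set per campaign, cut at about 35% in these data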;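 also: 0% = DMSO wells and 100% = thioflavine S control wells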
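Assay system: hepatitis C virus NS3 helicase domain fragment enzyme. Also added: annealed dual-labelled DNA beacon duplex, ATP-started. Timing: 1 h reaction at 25 °C, ATP-initiated. Technique: Cy5 fluorescence at 0 and 60 min, beacon hairpin quenching. Evaluation: % inhibition of unwinding. Replication: one well per compound.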
p-CIP stab down: p/CIP-EGFP fusion destabilizers, primary screen, fluorescence, F442A cells; AID 1984, 2009; 16 h; 0.01% of 290,000 active; Q05BA5; decrease of EGFP signal, % at 10 µM;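 active = EGFP signal decrease of at least 30% at 10 µM or well 3 SD below plate mean, unless failing retest; inactive = the rest, including hits failing retest or dose response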; also: some compounds called inactive have numbers as strong as hits; many of its hits are not listed in these tables
PHOSPHO1 block: PubChem AID 1565. recombinant PHOSPHO1, absorbance phosphatase assay. 1.1% of 290,000 active. Phosphoethanolamine/phosphocholine phosphatase (Homo sapiens), Q8TCT1. inhibition, % at 13.3 µM; in the data active = inhibition above about 60%
Target sequence (Q8TCT1 whole entry, looked up): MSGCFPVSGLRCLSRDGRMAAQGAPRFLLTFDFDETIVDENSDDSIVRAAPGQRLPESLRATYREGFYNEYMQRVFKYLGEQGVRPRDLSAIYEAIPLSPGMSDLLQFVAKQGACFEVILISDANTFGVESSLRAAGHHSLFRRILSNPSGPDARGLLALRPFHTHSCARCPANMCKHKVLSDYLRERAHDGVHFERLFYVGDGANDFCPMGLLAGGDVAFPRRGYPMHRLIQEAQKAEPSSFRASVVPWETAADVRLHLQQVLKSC
DNA FID counter: compounds displacing fluorescent DNA intercalator, primary screen, artefact control for HCV NS3 helicase inhibitor project, biochemical, FID fluorescence; inhibition, % at 7.9 µM; AID 1845, 2009; 0.17% of 290,000 active; DNA fluorescent intercalator displacement; in the data active = inhibition above about 37%;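 also: 0% = vehicle and 100% = reference compound; higher means more ethidium bromide displaced from hairpin DNA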
Active calls of the source: *; ? = inconclusive; . = not tested or not shown. The list is partial; the hit share may differ from the screen's.

nr	molecule	IDE cell activ	IMP-1 inh	SUMO HTRF inh	MEKK3 PB1 HTS	VIM-2 inhibitor	NS3 helicase inh	p-CIP stab down	PHOSPHO1 block	DNA FID counter
1	O=C(CCn1cnnn1)Nc1cccc(F)c1	2	-3.0	6	90	0.5	-11	-4	4	0
2	CCN(CC)C(=O)CCNS(=O)(=O)c1ccc(C)cc1	4	-1.3	-8	102	-0.5	-3	-8	41	-1
3	CCN1CCN(C(=O)c2cc3c(s2)-c2c(C)cccc2OC3)CC1	-5	-2.0	?	106	2.3	-25	-10	12	5
4	O=C(Nc1ccccc1)Nc1cccc2cccnc12	5	-3.3	-6	94	-0.6	4	9	11	-7
5	CC1=NN(C(C)C)C(=O)C1	1	-2.0	20	105	0.5	1	7	1	0
6	Cc1ccc(Cl)cc1NC(=O)CC1NC2CCCCC2NC1=O (stereo unspecified)	0	-4.1	-6	98	-2.1	3	-20	49	-1
7	Cc1ccc(NC(=O)C2CCN(C(=O)c3cccs3)CC2)c(C)c1	-2	-0.9	-14	97	0.3	4	-23	-47	-5
8	CCOc1ccc2nc(SCC(=O)NCc3ccc(OC)cc3)[nH]c2c1	0	0.1	6	105	0.1	1	-8	31	-11
9	Cc1cnc(NC(=O)c2ccc(Cl)nc2)s1	3	-1.1	2	108	-2.2	10	27	-17	-1
10	CCOC(=O)C1(Cc2cccc(OC)c2)CCN(Cc2cccn2-c2ccccn2)CC1	4	-2.5	-4	99	-1.3	2	8	18	13
11	O=C(COC(=O)/C=C/c1ccco1)Nc1ncc(C(F)(F)F)cc1Cl	-5	-1.4	18	100	-2.2	55*	-4	-1	-21
12	NCCNc1ccc([N+](=O)[O-])cc1	6	-3.1	3	103	-2.2	5	-9	-8	2
13	COc1cccc(NC(=O)COC(=O)c2ccccc2F)c1	4	-2.0	7	93	-3.2	1	4	-1	1
14	O=C1C2CCCCC2C(=O)N1c1ccc(NC2CCCCC2)c([N+](=O)[O-])c1 (stereo unspecified)	1	-2.1	15	94	-2.6	-6	-12	2	-5
15	Cc1nonc1OCCNC(=O)C12CC3CC(CC(C3)C1)C2	4	-2.1	5	95	-5.4	0	-16	0	-7
16	CC1(C)C2CCC(C2)C1(C)NC(=O)CN1CCN(Cc2ccccc2)CC1 (stereo unspecified)	4	-1.9	-3	104	-2.3	3	-4	34	-5
17	CCN(CC)C(=O)CS(=O)(=O)CC(=O)Nc1cc(OCCOC)c(Cl)cc1Cl	7	-3.0	8	102	-0.5	1	-18	28	-19
18	CCc1ccccc1N(CC(=O)N/N=C/c1ccc(OC(=O)OC)c(OC)c1)S(C)(=O)=O	-2	-3.2	2	91	-5.6	-2	-11	-1	-32
19	Cc1ccc(N2C(=O)N(CC(=O)Nc3ccc([N+](=O)[O-])cc3)C(=O)C2C)cc1 (stereo unspecified)	3	0.4	-6	99	0.0	-13	5	14	16
20	O=C(c1ccccn1)N1CCN(S(=O)(=O)c2ccccc2)CC1	-1	-3.9	-3	104	-2.5	4	4	28	-4
21	COc1cc(C(C)=O)ccc1Oc1ncnc2c1cnn2-c1ccc(F)cc1	5	0.0	4	104	-3.6	0	-7	-9	3
22	O=S(=O)(NCC1CCN(Cc2ccccc2)CC1)c1ccccc1C(F)(F)F	0	-7.3	2	101	-1.6	-7	1	10	9
23	CC(=O)Nc1cccc(-c2nc3ccccc3s2)c1C	2	1.1	0	91	1.2	-8	-8	59	-29
24	CC(CN1CCCCC1)OC(=O)c1cc2ccccc2o1 (stereo unspecified)	3	-2.1	-2	104	-1.1	-11	-7	-14	3
25	Cc1ccc(CNC(=O)C2CCN(S(=O)(=O)c3ccc4c(c3)CC(C)N4C(=O)C3CCC3)CC2)o1 (stereo unspecified)	-3	-1.4	18	97	-0.7	-4	1	40	-49
26	CC(=O)N1CCN(c2ccc(NC(=O)c3ccccc3Br)cc2Cl)CC1	-1	-0.3	-12	103	-1.4	-1	-8	5	-12
27	O=C(NNc1nc(-c2ccccc2)c2cc(Br)ccc2n1)c1ccc(S(=O)(=O)N2CCCCC2)cc1	1	-3.4	-2	93	-1.9	10	-4	3	-1
28	CC(C)(C)NC(=O)Cc1ccc(S(=O)(=O)N2CCCC2)s1	3	-3.5	16	99	0.2	8	3	40	-2
29	CC1(c2ccccc2)NC(=O)N(CC(=O)Nc2ccc3c(c2)OCO3)C1=O (stereo unspecified)	1	-1.5	2	103	-3.1	-4	9	10	2
30	O=C(CNC(=O)c1ccc(F)cc1)c1ccc(Cl)cc1	4	-0.5	3	100	-1.6	-10	-13	30	0
31	CC(C)CNC(=O)c1ccccc1NC(=O)c1ccc(CSc2ccccc2)cc1	8	-1.0	-3	97	1.0	16	6	-9	-15
32	O=C(O)C1CCCN1S(=O)(=O)c1ccc(Br)s1 (stereo unspecified) (tested in a mixture with another compound)	2	-2.1	-3	100	-2.0	4	-20	10	0
33	Cc1nonc1NC(=O)CSc1nc(CCC2CCCC2)nc2ccccc12	0	-2.1	-33	105	-4.5	0	15	15	-4
34	CC(C)(C)C(=O)Nc1ccccc1C(=O)NCc1ccco1	0	-0.4	23	104	0.4	0	-9	17	-2
35	CCOc1ccc(CNC(=O)CCC(=O)n2nc(C)c3ccccc32)cc1	2	-0.9	6	104	-1.7	9	-10	15	-35
36	Cc1ccn(-c2cc(O)c(-n3ccc(C)n3)cc2O)n1	-7	-2.4	8	101	2.2	-6	-7	40	-6
37	Cc1cccc(N2NC(=O)/C(=C/c3ccc(-c4ccc(Cl)c(C(=O)O)c4)o3)C2=O)c1	-3	-4.1	18	112	-3.0	30	3	18	-17
38	Cc1c(-c2ccccc2)c(=O)oc2ccc(O)cc12	2	-1.4	12	97	2.6	-4	-5	26	-13
39	COc1cc(NS(=O)(=O)c2ccc(N/C=C\C(=O)c3ccc(OC)c(OC)c3)cc2)nc(OC)n1	-3	-1.6	11	98	-3.3	-2	-8	9	-19
40	Cc1cc(O)c(C=Nc2ccc(Cl)cn2)c(=O)o1	-2	-2.0	0	101	-4.8	1	-6	24	1
41	Cc1nn(-c2ccc(N3CCCCC3)nn2)c(C)c1CCC(=O)Nc1ccccc1F	3	-2.6	2	102	-2.7	-1	4	22	-40
42	CN(C(=O)CCc1nnc(CCCCc2ccccc2)o1)C1CCOCC1	-4	-0.6	0	98	-0.5	-1	-23	40	-30
43	COC(=O)C1=C(NC(C)=O)CCS1	5	-6.6	-4	79	-1.6	0	0	-9	-2
44	CCn1c(=O)c(=O)[nH]c2cc(C(=O)NC(C)c3ccc(S(N)(=O)=O)cc3)ccc21 (stereo unspecified)	2	-3.1	23	98	-0.4	3	-4	-4	-11
45	CCOC(=O)c1c(C)[nH]c(C(=O)CSc2nnc(-c3ccncc3)n2CC)c1C	-3	-3.4	-4	106	-0.7	2	2	-13	-30
46	Cc1nn(C)c(C)c1CN(C)C(=O)C1CCC(=O)N(C2CCCCCC2)C1 (stereo unspecified)	2	-2.5	24	103	-1.3	-1	-10	-53	-23
47	CCOc1ccc2[nH]c(C(=O)N/N=C/c3ccccc3OC)cc2c1	3	-1.0	12	103	-1.6	25	4	36	-26
48	COc1ccccc1OCC(=O)NC1CC(C)(C)NC(C)(C)C1	4	-4.3	-12	100	-1.3	-2	8	-20	-1

Results in sequence from the list:
IMP-1 inh, compounds 41 to 48 → -2.6, -0.6, -6.6, -3.1, -3.4, -2.5, -1.0, -4.3

The list goes on.
nr	molecule	IDE cell activ	IMP-1 inh	SUMO HTRF inh	MEKK3 PB1 HTS	VIM-2 inhibitor	NS3 helicase inh	p-CIP stab down	PHOSPHO1 block	DNA FID counter
49	CN(C)C(=O)CCc1nc(-c2ccc(C(C)(C)C)cc2)no1	0	-2.8	-12	111	-0.4	4	-6	-22	-30
50	Cc1ccc(C(=O)CN(C(=O)c2ccc(Cl)c(Cl)c2)N2C(=O)C3CCCCC3C2=O)cc1C (stereo unspecified)	1	-3.9	8	102	-3.5	1	-5	-7	-8
51	CC(C)(C)c1ccc(C(=O)Nc2ccc(NC(=O)C(=O)O)cc2)o1	1	-1.9	2	97	-4.8	-15	-6	28	-10
52	CCC(=O)N1c2ccc(S(=O)(=O)CCC(=O)NCc3cccs3)cc2CC1C (stereo unspecified)	-5	0.2	20	99	-1.1	-3	3	-48	-12
53	CCCNC(=O)Nc1nnc(C2CC2)s1	0	-2.0	23	99	-0.8	-1	-12	37	-3
54	Cc1ccc(NC(=O)CN2C(=O)NC(C)(c3ccc(Cl)cc3)C2=O)c(Br)c1 (stereo unspecified)	-2	-1.9	-5	101	-1.6	-14	-1	28	-21
55	CCO[C@@H]1OC(C(=O)Nc2ccccc2)=C[C@H](c2ccc(C(F)(F)F)cc2)[C@H]1CCCO	4	-2.9	-22	106	-1.7	-21	-6	0	-25
56	O=C1C([N+](=O)[O-])=C(O)c2cccc3cccc1c23	.	-0.4	-31	100	2.8	24	6	7	1
57	CCOc1ccc(-c2nc(-c3ccc(OC)cc3)no2)cc1OCC	3	-3.9	16	105	-3.6	0	0	-3	-7
58	CCCn1c(N)c(Sc2ccc(Cl)cc2)c(=O)n(CCC)c1=O	0	-3.6	19	108	-1.0	3	-17	-27	-11
59	O=C(NCc1cccnc1)C1CC(c2ccccc2Cl)=NO1 (stereo unspecified)	-4	-3.8	1	102	-1.7	5	-5	24	-5
60	CCOc1ccc(NC(=O)CCCc2cc(-c3ccc(OCC)cc3)on2)cc1	2	-1.7	-3	121	-1.6	-3	-7	15	1
61	O=C(CSc1nnc(-c2ccncc2)o1)N1CCCCCC1	2	-2.5	4	108	-4.7	7	-2	68*	2
62	N/C(=N\OC(=O)Cc1cccs1)c1ccc(Br)cc1	4	-0.6	-2	93	-3.0	-6	-1	-3	2
63	COc1ccc(S(=O)(=O)Nc2c(NC3CCCCC3)c3ccccc3oc2=O)cc1OC	4	-1.5	4	100	-1.1	-3	2	26	-42
64	COc1ccc(C2C(C(=O)c3ccc(C)o3)=C(O)C(=O)N2Cc2cccnc2)cc1OC (stereo unspecified)	1	-1.2	10	106	0.7	-3	-17	-2	-25
65	N#Cc1c(-c2ccncc2)cc(-c2ccc(F)cc2)nc1N	2	-1.0	-2	102	2.1	-8	-5	47	-12

From PubChem BioAssay
